GASC-1 inh = blocks human GASC-1 demethylase activity. Q9H3R0. GST-JMJD2C(1-420) H3K9me3 demethylation, DELFIA europium. inhibition, % at 2.35 µM. 330,000 compounds, 0.069% hits. AID 2099;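 active = more than half of a compound's replicate wells show inhibition beyond 50%, single wells judged on their own value; inconclusive = some, but no more than half, of replicates pass 50% inhibition; inactive = no replicate passes 50% inhibition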;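 note: signal counts dimethyl H3K9 product captured on neutravidin plate; 0% = median of DMSO wells and 100% = 0.3 times that DMSO median; strong numbers were not always called active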
Target sequence (Q9H3R0 1-420 limits assumed): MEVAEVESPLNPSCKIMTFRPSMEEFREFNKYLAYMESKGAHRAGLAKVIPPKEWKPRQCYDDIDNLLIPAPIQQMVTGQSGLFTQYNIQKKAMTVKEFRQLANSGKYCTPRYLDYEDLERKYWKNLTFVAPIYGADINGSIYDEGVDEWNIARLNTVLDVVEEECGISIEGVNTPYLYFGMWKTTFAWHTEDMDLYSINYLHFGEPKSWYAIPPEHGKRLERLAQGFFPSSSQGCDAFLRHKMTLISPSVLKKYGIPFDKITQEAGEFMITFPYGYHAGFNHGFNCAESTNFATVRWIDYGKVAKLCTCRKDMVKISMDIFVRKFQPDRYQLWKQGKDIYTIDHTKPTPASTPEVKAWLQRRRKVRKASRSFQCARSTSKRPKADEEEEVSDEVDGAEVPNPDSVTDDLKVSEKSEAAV
proCasp7 act = activates human procaspase-7, counter-screen for procaspase-3 activators; recombinant procaspase-7, Ac-DEVD-pNA absorbance 405 nm; D23A/D198A/D206A triple mutant, cannot self-cleave; scale: DMSO 0, 5 µM enzyme 100; activation, % at 8.5 µM; 330,000 compounds, 0.093% hits;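 active = percent activation above the screen-wide mean plus 3 SD, cut at about 25% in these data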
Target sequence (P55210 whole entry D23A/D198A/D206A): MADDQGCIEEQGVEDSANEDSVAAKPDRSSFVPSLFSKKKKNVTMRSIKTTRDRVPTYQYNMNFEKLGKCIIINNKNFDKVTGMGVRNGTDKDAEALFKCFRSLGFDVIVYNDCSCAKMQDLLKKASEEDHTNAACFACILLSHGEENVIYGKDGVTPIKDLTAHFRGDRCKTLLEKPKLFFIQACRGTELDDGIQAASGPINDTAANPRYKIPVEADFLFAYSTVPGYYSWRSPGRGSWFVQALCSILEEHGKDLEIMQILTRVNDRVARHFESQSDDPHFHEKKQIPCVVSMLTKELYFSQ
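System: Uncleavable procaspase-7 mutant enzyme; Amount: 2 µM procaspase-7 mutant as dispensed; Schedule: 1 h compound preincubation, 2 h substrate cleavage, 25 °C; Measured by: 405 nm absorbance of p-nitroaniline; Evaluation: percent activation from buffer-corrected 0–120 min absorbance change; Control set: low DMSO alone, high DMSO plus 5 µM PC-7.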
LAP4 TOR yeast = yeast TOR pathway LAP4-GFP modulation; S. cerevisiae LAP4-GFP multiplex, flow cytometry GFP, 3 h; median GFP as percent of DMSO wells; GFP response vs DMSO, % at 10 µM; 320,000 compounds, 0.34% hits; AID 2023;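 active = GFP response vs DMSO above a set limit, about the screen mean plus 3 SD, cut at about 150% in these data; inconclusive = under 70 cell events counted for the yeast strain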
MEP2-GFP yeast = yeast TOR pathway MEP2-GFP modulation; S. cerevisiae MEP2-GFP strain, flow cytometry GFP, 3 h; 100% = DMSO control level; GFP response vs DMSO, % at 10 µM; 330,000 compounds, 0.51% hits; AID 2016;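 active = GFP response versus DMSO above a set limit, roughly screen mean plus 3 SD, cut at about 180% in these data; inconclusive = fewer than 70 cells counted for a yeast strain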;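 note: median GFP fluorescence of the barcode-gated MEP2-GFP cells per well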
AHR act = activators of human aryl hydrocarbon receptor. AHR-responsive luciferase reporter cells, luminescence. activation, % at 5 µM. 320,000 compounds, 2.5% hits; in the data active = activation above about 47%;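 note: 0% = vehicle wells and 100% = reference agonist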
RPL19A-GFP yeast = yeast TOR pathway RPL19A-GFP modulation | S. cerevisiae RPL19A-GFP strain, flow cytometry, 3 h; active compounds read low | percent response vs DMSO, % at 10 µM | 330,000 compounds, 0.3% hits | AID 2025;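 active = percent response vs DMSO below 50%; inconclusive = fewer than 70 events counted for the yeast strain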;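 note: median channel GFP fluorescence of the barcoded RPL19A-GFP strain; ratio of sample median GFP to plate DMSO average so 100% = DMSO; lower means less RPL19A-GFP as with rapamycin TOR inhibition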
proCasp3 act = procaspase-3 (human) activation | P42574 | recombinant procaspase-3 D3A, Ac-DEVD-pNA absorbance 405 nm | activation, % at 8.5 µM | 330,000 compounds, 0.11% hits;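 active = activation above the mean of all tested compounds plus 3 SD, cut at about 21% in these data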;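 note: 0% = DMSO alone and 100% = DMSO wells spiked with extra 5 µM PC-3 D3A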
Target sequence (P42574 whole entry D9A/D28A/D175A): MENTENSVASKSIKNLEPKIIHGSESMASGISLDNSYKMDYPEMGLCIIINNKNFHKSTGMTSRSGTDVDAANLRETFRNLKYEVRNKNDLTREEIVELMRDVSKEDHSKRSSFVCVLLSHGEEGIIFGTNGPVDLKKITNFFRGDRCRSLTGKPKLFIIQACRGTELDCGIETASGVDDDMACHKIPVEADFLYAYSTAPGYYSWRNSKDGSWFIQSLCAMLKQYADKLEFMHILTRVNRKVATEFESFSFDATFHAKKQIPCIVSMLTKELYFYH
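Assay system: Autoprocessing-dead procaspase-3 D3A mutant enzyme; also added: Ac-DEVD-pNA; doses: one concentration, 8.5 µM nominal, 0.8% DMSO; times: 1 h compound preincubation, 2 h substrate hydrolysis at 25 °C; technique: 405 nm absorbance of p-nitroaniline, reads at 0 and 120 min; measure: % activation between DMSO and enzyme-spiked controls; repeats: single replicate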
CR mimetic SO = caloric restriction mimetics inhibiting age-related superoxide in yeast | S. cerevisiae aged cells, superoxide DHE fluorescence; active compounds read low | superoxide response (% of plate mean), % at 10 µM | 330,000 compounds, 0.18% hits | AID 2690;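 active = superoxide response under a set limit, about three screen SD below normal, cut at about 65% in these data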;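 note: yeast aged for seven days with compound at 30 °C before DHE staining; 100% = average MFI of all compound-treated wells on the plate with controls excluded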
* hit, by the source's call; ? = inconclusive; . = no result given. Rows were taken by chance; 3.8% or so of the library scored in one or more.

SMILES	GASC-1 inh	proCasp7 act	LAP4 TOR yeast	MEP2-GFP yeast	AHR act	RPL19A-GFP yeast	proCasp3 act	CR mimetic SO
C=CCC[C@@H](Cc1ccc(F)cc1)C(=O)OC[C@H](Cc1c[nH]c2ccccc12)NC(=O)[C@H](CC=C)CC(=O)NCCO	-2.8	1.2	91.5	89.0	1.8	92.6	12.1	96.7
COc1cc(OC)cc(C(=O)N[C@H](C(=O)OCC(=O)c2ccc(C)c([N+](=O)[O-])c2)C(C)C)c1	0.1	-2.8	88.8	104.0	1.4	98.1	-4.2	88.6
CCCc1n(CC(O)COCC2CC=CCC2)c2ccccc2[n+]1C (stereo unspecified)	-2.4	3.1	95.7	104.6	0.2	103.0	-0.5	100.9
COc1ccc(C(=O)N2CCc3cc(OC)c(OC)cc3C2c2ccc(OC)c(OC)c2)cc1OC (stereo unspecified)	-2.8	.	95.4	109.6	.	106.0	.	101.4
O=C(NCc1cc(C(F)(F)F)ccc1Cl)c1cccc2c1C(=O)c1ccc(N3CCCCC3)cc1S2(=O)=O	.	-7.7	101.2	100.0	3.6	95.3	1.6	94.2
C[C@H](CO)N1C[C@H](C)[C@@H](CN(C)C(=O)Nc2ccccc2)Oc2c(cccc2N(C)C)C1=O	-2.4	8.2	86.8	93.8	-0.3	94.5	11.9	103.6
COc1cc(C(=S)N2CCOCC2)ccc1OC(=O)c1ccccc1C	-9.8	6.7	92.0	107.0	-2.6	99.2	-10.0	106.8
COc1ccc2c(/C=N/Nc3ccc(C(=O)O)cc3)c[nH]c2c1	-0.8	-11.4	106.3	100.3	20.0	101.2	7.0	101.8
COc1ccc(-c2cc(C(=O)Nc3ccccc3F)on2)cc1	3.9	11.5	95.9	103.7	-5.8	115.3	-0.6	113.4
CC(C)(C)c1ccc(-n2ncc3c2CCCC3NC(=O)c2ccncc2)cc1 (stereo unspecified)	-2.6	2.4	77.7	96.6	4.8	95.3	7.5	101.1
CC(C)(C)C(=O)NC(=S)Nc1cccc(C(=O)O)c1	-15.7	6.4	114.9	100.7	12.0	103.3	6.0	105.2
CCC(=O)c1ccc(OCCn2cncn2)cc1	-7.2	3.2	100.4	106.5	5.0	102.5	-3.0	95.8
O=S(=O)(c1ccc(F)cc1)c1nc(-c2ccco2)oc1Nc1ccccc1	-3.6	-19.4	93.1	92.3	1.3	101.8	-14.2	75.7
CCOC(=O)c1c(C)[nH]c(C)c1C(=O)COC(=O)CCc1ccccc1	7.3	12.8	104.8	100.5	-0.5	99.3	-8.9	89.7
CCCOc1ccc(S(=O)(=O)n2cc(Br)c(=O)[nH]c2=O)cc1	1.7	-11.1	103.0	90.5	2.3	102.6	5.0	112.7
COc1cc(C#Cc2c(-c3cncn3C)n(C)c3ccc(-c4ccc5cc[nH]c5c4)cc23)cc(OC)c1	20.6	0.6	122.7	100.5	105.7*	99.6	-5.3	94.7
CC(=O)N1N=C(c2ccco2)CC1c1ccco1 (stereo unspecified)	1.4	.	100.5	106.7	.	101.6	.	109.2
CCOc1ccc(C(=O)NCC(=O)Nc2ncccc2C)cc1OCC	-2.5	-4.0	97.6	86.4	1.6	92.7	-2.4	99.5
COc1ccc(C(=O)N(C)Cc2ccccc2)cc1Br	-4.7	-4.6	98.2	88.0	-5.6	100.0	1.7	95.3
CC1CCCCC12NC(=S)N(c1ccccc1)N2 (stereo unspecified)	6.0	-9.4	109.3	106.8	-0.1	100.3	-15.0	84.5
COc1ccc(CNC(=S)N/N=C/c2ccc(OC)c(OC)c2)cc1	-1.1	1.7	99.0	104.6	7.2	100.3	9.9	89.1
COc1ccc(C2CC(C)(c3ccc(OC)cc3OC)Nc3ccccc3N2)c(OC)c1 (stereo unspecified)	29.7	-7.4	99.1	86.1	8.0	90.5	-1.2	125.7
CC(=O)N1c2ccccc2NC2=C(C(=O)CCC2)C1c1ccco1 (stereo unspecified)	1.2	0.0	102.6	94.7	3.6	97.1	-0.2	95.9
CCc1nnc(NC(=O)Cc2cccs2)s1	-6.4	4.9	109.5	103.2	14.9	96.9	-1.2	111.4
CC(=O)c1cc2c(cc1NC(=O)CN(C)S(=O)(=O)c1cccs1)OCO2	-8.9	-9.2	83.7	101.3	10.8	102.0	6.9	81.4
Cc1ccc(Cl)cc1S(=O)(=O)N1CCC(C(=O)NC2CCN(Cc3ccccc3)CC2)CC1	4.4	1.9	96.0	107.4	-0.8	101.7	4.0	95.1
CN1CCN(NC(=O)CN2C(=O)S/C(=C\c3c(Cl)cccc3Cl)C2=O)CC1	-1.2	1.2	95.8	105.7	2.1	99.8	-2.1	91.1
CCCCN(C)C1=CC2=CC(=C(C#N)C#N)CCC2CC1 (stereo unspecified)	10.9	-65.2	189.6*	334.5*	1.6	125.7	-43.2	112.4
Cn1c(N)c(C(=O)CSc2nnc(C3CC3)n2Cc2ccccc2)c(=O)[nH]c1=O	.	-8.6	?	?	-1.9	?	-0.8	119.7
CC1CCCC(C)N1C(=O)c1cc(-c2cccs2)on1 (stereo unspecified)	-0.2	2.8	102.3	100.3	-0.1	99.0	3.8	104.8
Cc1nc(C(=O)Nc2cccc(Cl)c2)nn1-c1cc(OC(C)C)c(Cl)cc1Cl	-2.8	-8.9	90.2	92.6	3.3	99.4	-4.5	101.9
N#CCSc1ccccc1NC(=O)CN1C(=O)C(=O)N(Cc2ccccc2)C1=O	-5.2	-5.3	93.4	99.0	17.5	101.7	5.2	75.5
COc1ccc(-c2ccc([C@H]3[C@@H]4C=CCC[C@@]4(C)C(=O)N3Cc3ccccc3)c(F)c2)cc1	-6.6	-3.2	98.0	102.5	-0.9	100.2	1.9	100.1
CN1C(=O)c2cccc(N(C)C)c2C1=O	1.4	0.1	104.9	131.3	-0.6	101.8	-2.4	114.2
COc1ccc(C(CNC(=O)c2cccc(NS(=O)(=O)c3ccc(C)c(F)c3)c2)N2CCOCC2)cc1 (stereo unspecified)	-12.1	8.5	102.6	99.2	-0.6	102.5	5.3	78.1
COc1ccc(OC)c(Nc2nc(-c3sc(NC(=O)C(C)(C)C)nc3C)cs2)c1	6.5	-6.3	.	.	61.3*	.	4.9	.
Cc1ccc(S(=O)(=O)N2CCNC(=O)CC2)cc1	.	-3.2	104.8	108.1	-0.8	102.5	-1.1	108.2
CCCOc1ccc(/C=N/NC(=O)CSc2ccccn2)cc1OC	-2.4	11.7	105.9	94.2	7.5	98.1	1.9	102.3
CCC(CC)C(=O)Nc1cccc(C(=O)NCCc2ccccc2)c1	1.8	4.8	113.3	93.4	5.1	95.6	3.6	95.8
COc1cc(Br)cc(Br)c1OCC(=O)N/N=C/c1c(C)n(C)n(-c2ccccc2)c1=O	6.3	.	72.0	103.8	.	110.7	.	99.7
COc1cccc(/C=N/NC(=O)CN(C)S(=O)(=O)c2ccccc2)c1OC	-3.6	1.0	98.3	97.1	5.8	95.8	7.4	117.2
O=S(=O)(Nc1nc(CN2CCOCC2)nc2sc3c(c12)CCCC3)c1cc(F)ccc1F	-10.5	6.9	104.3	95.6	1.4	98.2	-4.2	95.5
O=C(Nc1ccc(Br)cc1)c1cc([N+](=O)[O-])cc([N+](=O)[O-])c1	-7.3	3.7	107.2	108.8	42.5	104.1	2.6	103.9
CCOC(=O)c1cc[nH]c1C	-8.6	8.6	98.8	103.5	-0.3	102.7	2.4	99.7
CC1=CCC[C@@H]2[C@@](C)(CC/C(C)=C/C(=O)O)[C@H](C)CC[C@@]12C	2.8	-2.5	.	.	-2.5	.	2.2	.

Some of these compounds in order of molecular weight, smallest number first:
SMILES	GASC-1 inh	proCasp7 act	LAP4 TOR yeast	MEP2-GFP yeast	AHR act	RPL19A-GFP yeast	proCasp3 act	CR mimetic SO
CCOC(=O)c1cc[nH]c1C	-8.6	8.6	98.8	103.5	-0.3	102.7	2.4	99.7
CC1=CCC[C@@H]2[C@@](C)(CC/C(C)=C/C(=O)O)[C@H](C)CC[C@@]12C	2.8	-2.5	.	.	-2.5	.	2.2	.
CCCOc1ccc(/C=N/NC(=O)CSc2ccccn2)cc1OC	-2.4	11.7	105.9	94.2	7.5	98.1	1.9	102.3
O=C(Nc1ccc(Br)cc1)c1cc([N+](=O)[O-])cc([N+](=O)[O-])c1	-7.3	3.7	107.2	108.8	42.5	104.1	2.6	103.9
COc1cccc(/C=N/NC(=O)CN(C)S(=O)(=O)c2ccccc2)c1OC	-3.6	1.0	98.3	97.1	5.8	95.8	7.4	117.2
N#CCSc1ccccc1NC(=O)CN1C(=O)C(=O)N(Cc2ccccc2)C1=O	-5.2	-5.3	93.4	99.0	17.5	101.7	5.2	75.5
COc1ccc(OC)c(Nc2nc(-c3sc(NC(=O)C(C)(C)C)nc3C)cs2)c1	6.5	-6.3	.	.	61.3*	.	4.9	.
Cc1nc(C(=O)Nc2cccc(Cl)c2)nn1-c1cc(OC(C)C)c(Cl)cc1Cl	-2.8	-8.9	90.2	92.6	3.3	99.4	-4.5	101.9
COc1ccc(-c2ccc([C@H]3[C@@H]4C=CCC[C@@]4(C)C(=O)N3Cc3ccccc3)c(F)c2)cc1	-6.6	-3.2	98.0	102.5	-0.9	100.2	1.9	100.1
O=S(=O)(Nc1nc(CN2CCOCC2)nc2sc3c(c12)CCCC3)c1cc(F)ccc1F	-10.5	6.9	104.3	95.6	1.4	98.2	-4.2	95.5
COc1cc(Br)cc(Br)c1OCC(=O)N/N=C/c1c(C)n(C)n(-c2ccccc2)c1=O	6.3	.	72.0	103.8	.	110.7	.	99.7

New compounds follow.
SMILES	GASC-1 inh	proCasp7 act	LAP4 TOR yeast	MEP2-GFP yeast	AHR act	RPL19A-GFP yeast	proCasp3 act	CR mimetic SO
CCN(CC)Cc1c(O)ccc2cc(-c3nc4ccccc4n3C)c(=O)oc12	-2.1	-5.8	?	?	5.3	?	-9.9	104.3
Cc1ccc(C(=O)Nc2ccccc2C(=O)Nc2ccccn2)cc1Cl	11.7	5.6	93.8	111.2	18.4	105.1	8.0	98.2
COc1ccc(-c2cn3cc(Br)cnc3n2)cc1	10.0	2.9	98.5	109.7	0.2	102.6	1.2	106.6
COc1cc(/C=C(\C#N)C(=O)Nc2ccccc2F)ccc1OCCN1CCOCC1	-0.4	0.7	87.8	94.5	-0.9	98.6	-5.3	101.8
O=C(CSc1ccc(-c2ccco2)nn1)NCc1ccc(Cl)cc1	11.8	-11.3	92.5	73.6	6.0	113.7	-2.6	99.6
